# PRC2 inh – inhibitors of human EZH2/PRC2 methyltransferase; Q15910; inhibition, % at 12.5 µM; PRC2 H3K27 methylation, DELFIA TRF, 1 h; actives 0.35% (n = 57,000);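 active = mean inhibition of replicates at least 50% and every single replicate also reaching 50%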;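 note: dimethyl H3K27 on biotinylated H3 21-44 peptide detected by antibody; plate controls were median neutral control wells for no effect and median positive control wells for full effect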
# IDH1 R132H inh – blocks human IDH1 R132H reductase activity; O75874; diaphorase/resazurin fluorescence, 60 min; inhibition, % at 10 µM; actives 0.18% (n = 70,000); AID 624101; in the data active = inhibition above about 34%;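 note: 0% = DMSO and 100% = no enzyme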
# Target sequence (O75874 whole entry R132H): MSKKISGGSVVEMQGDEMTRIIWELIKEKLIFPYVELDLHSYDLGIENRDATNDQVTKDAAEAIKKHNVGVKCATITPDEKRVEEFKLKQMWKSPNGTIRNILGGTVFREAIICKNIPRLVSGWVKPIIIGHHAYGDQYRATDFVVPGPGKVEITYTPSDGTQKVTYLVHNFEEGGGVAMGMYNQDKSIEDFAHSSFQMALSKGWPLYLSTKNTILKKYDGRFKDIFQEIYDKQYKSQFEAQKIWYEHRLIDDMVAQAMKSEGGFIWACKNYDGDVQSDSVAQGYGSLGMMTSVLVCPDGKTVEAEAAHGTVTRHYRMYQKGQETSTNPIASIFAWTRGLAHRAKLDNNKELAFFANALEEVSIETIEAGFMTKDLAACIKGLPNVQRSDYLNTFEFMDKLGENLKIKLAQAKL
# * = called active by the depositor; x = not tested or not shown; & = joins results of further samples. Some of the compounds tested. The share of hits here may be higher or lower than overall.
SMILES,PRC2 inh,IDH1 R132H inh
C[C@H]1CCCCO[C@H](CN(C)S(=O)(=O)c2ccc(F)cc2)[C@@H](C)CN([C@@H](C)CO)C(=O)c2cc(NS(=O)(=O)c3ccc(Cl)cc3)ccc2O1,x,-0.8
CCC(=O)N(C)C[C@H]1Oc2cc(C#CCOC)ccc2S(=O)(=O)N([C@@H](C)CO)C[C@H]1C,9,-1.9
CNC[C@H]1Oc2ccc(NC(=O)Cc3cn(C)c4ccccc34)cc2CC(=O)N([C@H](C)CO)C[C@H]1C,-9,-1.7
C[C@H]1CN([C@@H](C)CO)C(=O)c2cccc(NS(C)(=O)=O)c2O[C@@H]1CN(C)C(=O)Nc1cccc2ccccc12,-10,-2.3
Cc1ccc(S(=O)(=O)N(C)C[C@@H]2Oc3cc(Br)ccc3S(=O)(=O)N([C@H](C)CO)C[C@@H]2C)cc1,-3,-18
CC(C)NC(=O)Nc1cccc2c1O[C@H](CN(C)Cc1ccc(-c3ccccc3)cc1)[C@H](C)CN([C@H](C)CO)C2=O,8,1.3
NC(=O)CSc1nnc(-c2cccs2)n1-c1ccccc1,-9,-0.1
COC(=O)CCCCCCC(=O)N/N=C/c1c(O)ccc2ccccc12,-4,0.1
C[C@@H]1CCCCO[C@@H](CN(C)S(C)(=O)=O)[C@H](C)CN([C@@H](C)CO)C(=O)c2cc(NC(=O)Nc3ccc(F)cc3)ccc2O1,x,0.9
C[C@@H]1CN([C@@H](C)CO)C(=O)c2cc(-c3ccc(C(=O)N(C)C)cc3)cnc2O[C@H]1CN(C)C,2,2.8
COc1ccc(NC(=O)C(=O)NCc2cccnc2)cc1OC,8,0.4
CC(C(=O)Nc1ccccc1Cl)N(c1ccc(Cl)cc1)S(C)(=O)=O (stereo unspecified),3,-0.5
O=C(Nc1ccc2c(c1)[C@@H]1C[C@@H](CC(=O)N3CCOCC3)O[C@H](CO)[C@@H]1O2)NC1CCCC1,3,-0.2
COc1ccc(NC(=O)N(C)C[C@@H]2Oc3ccc(NC(=O)CCC(F)(F)F)cc3CC(=O)N([C@H](C)CO)C[C@H]2C)cc1,-3,0.1
C[C@@H]1CN([C@@H](C)CO)C(=O)c2cc(NC(=O)Cc3cn(C)c4ccccc34)ccc2O[C@H]1CN(C)C(=O)Nc1cccc2ccccc12,x,-16
C[C@@H]1CN([C@H](C)CO)C(=O)c2cc(NC(=O)Nc3cccc4ccccc34)ccc2O[C@@H]1CN(C)S(=O)(=O)c1ccc(Cl)cc1,x,0.1
CO[C@H]1CN(C)C(=O)c2cc(NC(=O)C3CC3)ccc2OC[C@H](C)N(C(=O)C2CCOCC2)C[C@@H]1C,-2,0.4
COc1ccccc1NC(=O)C1=C(C)Nc2nnnn2C1c1ccccn1 (stereo unspecified),-15,-0.2
C[C@H](CO)N1C[C@H](C)[C@@H](CN(C)S(=O)(=O)c2cccs2)OCCCC[C@H](C)Oc2ccc(NS(=O)(=O)c3ccc(Cl)cc3)cc2C1=O,x,1.4
C[C@@H]1CN([C@H](C)CO)C(=O)c2cc(NC(=O)C3CCCCC3)ccc2O[C@@H]1CN(C)S(=O)(=O)c1ccccc1,3,0.7
COC(=O)CCCCCCC(=O)N/N=C/c1ccc(S(=O)(=O)O)o1,13,0.1
C[C@H]1CN([C@@H](C)CO)C(=O)c2cc(NC(=O)CCCN(C)C)ccc2O[C@H]1CN(C)C,x,11
CCn1c(=O)[nH]c2cc(Cl)c(Cl)cc21,11,-0.2
COc1ccc(NC(=O)N(C)C[C@H]2Oc3c(NC(=O)Nc4ccccc4)cccc3C(=O)N([C@@H](C)CO)C[C@@H]2C)cc1,6,x
CN1CCN(C(=O)C[C@H]2C[C@@H]3c4cc(NS(=O)(=O)c5ccc(F)cc5)ccc4O[C@@H]3[C@@H](CO)O2)CC1,-23,0.0
C[C@H](O)C#Cc1cnc2c(c1)C(=O)N([C@H](C)CO)C[C@H](C)[C@H](CN(C)Cc1ccccn1)O2,-12,-2.3
C[C@H](CO)N1C[C@H](C)[C@H](CN(C)C(=O)Cc2ccncc2)Oc2cc(C#CC3CC3)ccc2S1(=O)=O,-16,x
CCCC(=O)Nc1ccc2c(c1)C(=O)N(C)C[C@H](OC)[C@@H](C)CN(C(=O)c1cnccn1)[C@@H](C)CO2,-3,-0.3
CCC(=O)N(C)C[C@@H]1Oc2ncc(C#Cc3ccccc3OC)cc2C(=O)N([C@@H](C)CO)C[C@H]1C,x,-9.3
N#C[C@@H]1[C@@H](c2ccc(-c3ccc(F)cc3)cc2)[C@@H](CO)N1C(=O)Cc1ccccc1,x,-0.1
CC(C)NC(=O)N(C)C[C@H]1Oc2c(NC(=O)c3ccncc3)cccc2C(=O)N([C@H](C)CO)C[C@@H]1C,x,3.6
C[C@H]1CN([C@@H](C)CO)C(=O)Cc2cc(NC(=O)Cc3cn(C)c4ccccc34)ccc2O[C@H]1CN(C)Cc1ccc2c(c1)OCO2,x,-0.1
C[C@@H]1CN([C@@H](C)CO)C(=O)c2cc(NC(=O)c3ccncc3)ccc2O[C@@H]1CN(C)S(=O)(=O)c1cn(C)cn1,x,-0.3
COC(=O)CSc1nnc(-c2sc3ccccc3c2Cl)n1-c1ccccc1,14,0.5
CC(=O)N(C)C[C@@H]1OCc2ccccc2-c2ccccc2C(=O)N([C@@H](C)CO)C[C@H]1C,12,-0.8
C[C@@H]1CN([C@@H](C)CO)C(=O)c2cc(NC(=O)C3CCCCC3)ccc2O[C@H]1CN(C)S(=O)(=O)c1cn(C)cn1,x,-2.7
C/C=C/c1ccc2c(c1)O[C@@H](CN(C)C(=O)Nc1ccc(F)cc1)[C@@H](C)CN([C@H](C)CO)S2(=O)=O,x,-0.1
CCCNC(=O)N(C)C[C@H]1Oc2ncc(-c3ccc(C(=O)N(C)C)cc3)cc2C(=O)N([C@H](C)CO)C[C@H]1C,x,0.5
O=C(O)CCC(=O)N1N=C(c2cccs2)CC1c1ccco1 (stereo unspecified),-6,-0.6
O=C(Nc1ccc(Cl)cc1)c1csc(COc2ccc3nonc3c2)n1,7,0.7
CO[C@H]1O[C@H](CO)[C@@H](OC(=O)CCc2ccccc2)[C@H](OC(=O)c2cc3ccccc3[nH]2)[C@H]1OC(=O)c1cc2ccccc2[nH]1,-7,x
C[C@@H]1CN([C@H](C)CO)C(=O)Cc2cc(NS(C)(=O)=O)ccc2O[C@@H]1CN(C)C(=O)NC1CCCCC1,2,x
CC(C)NC(=O)Nc1ccc2c(c1)C(=O)N([C@H](C)CO)C[C@@H](C)[C@@H](CN(C)Cc1ccc3c(c1)OCO3)O2,x,0.1
COC(=O)[C@@]1(CCS(=O)(=O)c2ccccc2)N=C(c2ccc(OCCCO)cc2)O[C@H]1c1ccccc1,-4,0.0
Cc1ccc(S(=O)(=O)N[C@@H]2C=C[C@H](CC(=O)NC3CCCCC3)O[C@H]2CO)cc1,26,0.7
C[C@H]1CN([C@@H](C)CO)C(=O)Cc2cc(NC(=O)Nc3ccccc3)ccc2O[C@H]1CN(C)C(=O)Nc1ccccc1,-7,0.8
C[C@@H]1CN([C@@H](C)CO)C(=O)c2cc(NC(=O)Nc3ccccc3)ccc2O[C@@H](C)CCCCO[C@H]1CN(C)C(=O)CCC(F)(F)F,x,1.8
C[C@H]1CN([C@@H](C)CO)C(=O)c2cc(-c3ccccc3)cnc2O[C@@H]1CN(C)Cc1ccccc1,-10,-0.9
C[C@@H]1CCCCO[C@@H](CN(C)C(=O)Nc2ccccc2)[C@H](C)CN([C@H](C)CO)C(=O)c2cc(N(C)C)ccc2O1,1,-2.9
C[C@H](CO)N1C[C@H](C)[C@@H](CN(C)Cc2ccc3c(c2)OCO3)Oc2ccc(N(C)C)cc2CC1=O,14,-2.4

# (cont.)
SMILES,PRC2 inh,IDH1 R132H inh
Cc1noc(C)c1NC(=O)Nc1cccc2c1O[C@H](CN(C)Cc1ccccc1)[C@H](C)CN([C@@H](C)CO)C2=O,2,3.8
COC(=O)CCCCCCC(=O)N/N=C/c1cc(Br)c(O)c(Br)c1,1,0.6
O=C(C1=C[C@H](c2coc3ccccc3c2=O)C[C@H](OCCCCO)O1)N1CCCCCCC1,-4,x
O=C(NO)c1cccc(C(=O)N/N=C/c2ccc(-c3ccccc3)c(F)c2)c1,-32,-0.3
O=C(N[C@@H]1C=C[C@H](CC(=O)N2CCN(c3ccccc3)CC2)O[C@H]1CO)c1ccncc1,1,-0.2
Cc1ccc(OCC(O)CNc2ccc(Br)c(C(F)(F)F)c2)cc1C (stereo unspecified),29,0.9
C[C@H](CO)N1C[C@H](C)[C@@H](CN(C)C(=O)C2CC2)OCc2cn(nn2)CCCC1=O,x,2.2
C[C@@H]1CN([C@@H](C)CO)C(=O)c2cc(-c3cccc(F)c3)cnc2O[C@H]1CN(C)Cc1ccccc1,2,3.2
Cc1ccc2c(c1)c1nc3ccccc3nc1n2CC(=O)N(c1ccccc1)C(C)C,12,-0.3
CCCNC(=O)N(C)C[C@@H]1Oc2cc(C#C[C@H](C)O)ccc2S(=O)(=O)N([C@@H](C)CO)C[C@H]1C,-10,x
Cc1noc(C)c1NC(=O)Nc1cccc2c1O[C@@H](CN(C)S(=O)(=O)c1ccc(Cl)cc1)[C@@H](C)CN([C@H](C)CO)C2=O,x,1.7
CN(C)C(=O)C[C@H]1CC[C@H](NC(=O)C2CC2)[C@@H](CO)O1,-14,0.5
CCOc1ccccc1C(=O)Nc1ccc(S(=O)(=O)Nc2nc(C)cc(C)n2)cc1,-4,0.1
COCC(=O)N(C)C[C@H]1Oc2cc(C#CC3CC3)ccc2S(=O)(=O)N([C@H](C)CO)C[C@@H]1C,-13,x
O=C(Nc1c(F)cccc1F)C1CN(S(=O)(=O)c2ccccc2)CCN1S(=O)(=O)c1ccccc1 (stereo unspecified),-7,-0.3
COC(=O)c1ccc(Cl)c(NC(=O)CN(c2ccc(I)cc2)S(C)(=O)=O)c1,7,0.2
C[C@H](CO)N1C[C@H](C)[C@H](CN(C)S(=O)(=O)c2ccccc2)Oc2ncc(/C=C/c3ccccc3)cc2C1=O,5&-5,-1.7
O=S(=O)(N[C@@H]1CCCN(Cc2ccc(OCCO)cc2)C1)c1ccc(Cl)cc1,-16,x
C[C@@H]1CN([C@@H](C)CO)C(=O)Cc2cc(NC(=O)CCN3CCOCC3)ccc2O[C@H]1CN(C)S(=O)(=O)c1ccc(Cl)cc1,x,0.1
O=C(CC1CC1)N[C@H]1CC[C@H](CCNS(=O)(=O)c2ccc(F)cc2)O[C@@H]1CO,-5,0.1

# An excerpt of these results, with two lines to a compound:
# Screens in order – PRC2 inh, IDH1 R132H inh
- Cc1ccc2c(c1)c1nc3ccccc3nc1n2CC(=O)N(c1ccccc1)C(C)C
    12, -0.3
- CCCNC(=O)N(C)C[C@@H]1Oc2cc(C#C[C@H](C)O)ccc2S(=O)(=O)N([C@@H](C)CO)C[C@H]1C
    -10, x
- Cc1noc(C)c1NC(=O)Nc1cccc2c1O[C@@H](CN(C)S(=O)(=O)c1ccc(Cl)cc1)[C@@H](C)CN([C@H](C)CO)C2=O
    x, 1.7
- CN(C)C(=O)C[C@H]1CC[C@H](NC(=O)C2CC2)[C@@H](CO)O1
    -14, 0.5
- CCOc1ccccc1C(=O)Nc1ccc(S(=O)(=O)Nc2nc(C)cc(C)n2)cc1
    -4, 0.1
- COCC(=O)N(C)C[C@H]1Oc2cc(C#CC3CC3)ccc2S(=O)(=O)N([C@H](C)CO)C[C@@H]1C
    -13, x
- O=C(Nc1c(F)cccc1F)C1CN(S(=O)(=O)c2ccccc2)CCN1S(=O)(=O)c1ccccc1 (stereo unspecified)
    -7, -0.3
- COC(=O)c1ccc(Cl)c(NC(=O)CN(c2ccc(I)cc2)S(C)(=O)=O)c1
    7, 0.2
- C[C@H](CO)N1C[C@H](C)[C@H](CN(C)S(=O)(=O)c2ccccc2)Oc2ncc(/C=C/c3ccccc3)cc2C1=O
    5&-5, -1.7
- O=S(=O)(N[C@@H]1CCCN(Cc2ccc(OCCO)cc2)C1)c1ccc(Cl)cc1
    -16, x

# (cont.)
SMILES,PRC2 inh,IDH1 R132H inh
COc1c(O[C@@H]2O[C@H](CO)[C@@H](O)[C@H](O)[C@H]2O)cc2c(c1OC)-c1ccc(SC)c(=O)cc1C(NC(C)=O)CC2 (stereo partly specified),x,0.9
O=C(NO)c1cccc(C(=O)N/N=C/c2ccccc2O)c1,11,-0.6
C[C@@H]1CN([C@H](C)CO)C(=O)Cc2cc(NC(=O)Nc3ccc4c(c3)OCO4)ccc2O[C@H]1CN(C)Cc1ccc(-c2ccccc2)cc1,x,0.5
CC12CC(c3ccoc3)OC(=O)C1CCC1(C)C2C2OC(=O)C1(O)C1OC21 (stereo unspecified),10,0.3
O=C(/C=C/c1ccccc1)NC(NC(=S)Nc1cccc2cccnc12)C(Cl)(Cl)Cl (stereo unspecified),x,-1.0
O=C(C[C@@H]1CC[C@@H](NC(=O)Nc2cc(F)ccc2F)[C@H](CO)O1)NCc1ccncn1,5,0.3
C[C@@H]1CN([C@@H](C)CO)C(=O)c2cc(NC(=O)CCN3CCOCC3)ccc2O[C@@H]1CN(C)C(=O)NC1CCCCC1,x,0.0
COC1=C/C(=C/c2c(N)n3c(SC(C)C)nsc3nc2=O)C=CC1=O,4,-0.5
CO[C@H]1CN(C)C(=O)c2ccc(NC(=O)c3cccc(F)c3)cc2OC[C@H](C)NC[C@H]1C,4,-0.1
COCCOC(=O)N1C(=O)[C@@]2(c3cc(C#Cc4ccc(OC)cc4)ccc31)[C@H](c1ccc(OCCO)cc1)N1[C@H](c3ccccc3)[C@H](c3ccccc3)OC(=O)[C@H]1[C@@H]2C(=O)NC[C@H](O)c1ccccc1,-14,x

# High-throughput results as filed in PubChem BioAssay.
